# Screens from PubChem BioAssay.
# BH1578 lux ind – quorum light induction in luxS cqsA deficient V. cholerae | V. cholerae BH1578 lux reporter, luminescence, 6 h | activation, % at 18.7 µM | hit rate 0.16% among 350,000; in the data active = activation mostly above about 9.7%, no sharp cut-off; note: not every result past the cut was called active; inactives centre near 0; reference of the scale not given here
# PrPC surface inh – inhibitors of human cell surface prion protein PrPC | P04156 | TR-FRET read-out | inhibition, % at 13.8 µM | hit rate 0.43% among 370,000 | AID 720596; in the data active = inhibition above about 24%; note: 0% = median of the test wells and 100% = reference compound wells
# Yp Topo-I inh – blocks Yersinia pestis topoisomerase I activity; hit rate 0.064% among 360,000; Y. pestis Topo-I cleavage product accumulation, plate reader; activity, % at 10 µM; in the data active = activity above about 50%, passing the limit was not always enough; note: inactives centre near 2
# CCHF vOTU inh – CCHFV vOTU protease inhibition. Pep-AMC fluorescence. inhibition, % at 11.5 µM. hit rate 0.55% among 370,000; in the data active = inhibition above about 30%; note: 0% = vehicle wells with enzyme and 100% = no enzyme wells
# MazEF act – increases E. coli MazEF RNase cleavage of RNA; P0AE70; AID 504720; activation, % at 20 µM; hit rate 0.32% among 350,000; FAM/BHQ RNA-DNA oligo cleavage fluorescence, 5 h; in the data active = activation above about 50%
# Target sequence (P0AE70 whole entry, looked up): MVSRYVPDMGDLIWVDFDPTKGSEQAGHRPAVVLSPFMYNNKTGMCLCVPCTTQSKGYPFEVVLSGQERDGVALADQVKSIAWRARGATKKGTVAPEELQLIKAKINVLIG
# 3CLpro inhibitor – SARS-CoV 3CLpro protease inhibition; P0C6X7; recombinant SARS-CoV 3CLpro, quenched FRET peptide cleavage; inhibition, % at 6 µM; hit rate 0.14% among 290,000; AID 1706; in the data active = inhibition above about 12%
# VHR inh abs – blocks human VHR1 dual specificity phosphatase | hit rate 0.52% among 290,000 | P51452 | inhibition, % at 13.3 µM | recombinant VHR phosphatase, pNPP absorbance; in the data active = inhibition above about 50%; note: some compounds called inactive have numbers as strong as hits
# Target sequence (P51452 whole entry, looked up): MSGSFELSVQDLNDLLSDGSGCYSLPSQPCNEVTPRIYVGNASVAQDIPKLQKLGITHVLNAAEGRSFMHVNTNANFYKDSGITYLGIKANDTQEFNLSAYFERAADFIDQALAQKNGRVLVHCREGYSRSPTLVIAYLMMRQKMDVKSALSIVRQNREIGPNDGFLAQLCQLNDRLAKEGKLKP
# Rv3671c inh – Rv3671c (M. tuberculosis) protease inhibition. inhibition, % at 5.96 µM. hit rate 0.048% among 320,000; in the data active = inhibition above about 38%;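 note: extracellular domain of Rv3671c used as enzyme; 0% = enzyme with DMSO and 100% = no enzyme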
# Target sequence (P9WHR9 whole entry, looked up, the tested form may be a part): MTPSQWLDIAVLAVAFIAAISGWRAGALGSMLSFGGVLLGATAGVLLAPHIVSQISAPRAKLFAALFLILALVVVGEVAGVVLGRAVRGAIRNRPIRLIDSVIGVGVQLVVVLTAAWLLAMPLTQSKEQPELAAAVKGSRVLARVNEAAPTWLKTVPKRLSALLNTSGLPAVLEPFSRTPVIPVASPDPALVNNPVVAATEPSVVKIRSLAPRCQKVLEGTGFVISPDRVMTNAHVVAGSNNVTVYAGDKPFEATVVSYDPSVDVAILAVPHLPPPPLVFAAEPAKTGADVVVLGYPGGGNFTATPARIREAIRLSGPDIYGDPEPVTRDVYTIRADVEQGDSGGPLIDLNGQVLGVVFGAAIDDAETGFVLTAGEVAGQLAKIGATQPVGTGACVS
# TcdB inh – blocks C. difficile toxin B glycohydrolase activity | AID 652162 | inhibition, % at 9.99 µM | hit rate 0.24% among 350,000 | TcdB glycohydrolase enzymatic assay, plate reader | P18177; in the data active = inhibition above about 10%
# PriA SSB inh – blocks PriA binding to SSB C-terminal tail; AlphaScreen SSBct-PriA binding, biotinylated peptide; inhibition, % at 33 µM; hit rate 0.6% among 430,000; AID 1272365; in the data active = inhibition mostly above about 37%, no sharp cut-off; inactive = mostly below about 20%;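 note: plate controls were negative control peptide for no effect and reference peptide for full effect; strong numbers were not always called active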
# The depositor's hits bear a star; i = inactive; nt = no result given; & = joins results of further samples. Some of the compounds tested; count on the stated rates, not on these rows.
SMILES,BH1578 lux ind,PrPC surface inh,Yp Topo-I inh,CCHF vOTU inh,MazEF act,3CLpro inhibitor,VHR inh abs,Rv3671c inh,TcdB inh,PriA SSB inh
O=C(Cn1c(NCCO)nc2ccccc21)c1ccc(Cl)cc1Cl,-0.1,15.6,3.0,-16.3,0.6,4.2,-8.2,3.3,2.9,7.2
N#CC1=C(SCC(=O)c2cc3ccccc3oc2=O)NC(=O)C(C#N)C12CCCC2 (configuration not stated),i,-1.3,4.0,9.2,-36.9,-6.9,30.9,-3.4,nt,2.5
CCC1CCCCN1CC(=O)c1c(C)[nH]c2cc(C)ccc12 (configuration not stated),-0.6,-3.1,-8.0,4.5,0.5,4.2,52.0*,nt,-0.3,-9.8
Cc1nnc(SCC(=O)c2cc(C)n(-c3c(C)n(C)n(-c4ccccc4)c3=O)c2C)s1,0.9,1.8,8.9,-13.5,2.9,0.7,23.2,-3.3,nt,3.4
COc1ccc(OC(C)c2nnc(N)s2)cc1 (configuration not stated),-0.9,0.6,0.6,-13.7,-12.3,-1.6,-1.3,-4.4,0.1,-2.0
Cc1ccccc1OCc1n[nH]c(=S)n1-c1ccccc1,-2.1,-9.8,3.9,-2.4,-5.5,4.2,22.5,-0.1,1.0,-2.9
O=C(N/N=C/c1ccc([N+](=O)[O-])o1)c1ccc2c(c1)OCO2,i,-36.7,-17.9,10.6,4.2,-3.1,14.4,nt,0.1,nt
Cc1ccc(-c2ccc(NC(=O)C3C4C=CC(C4)C3C(=O)O)cc2)o1 (configuration not stated),-0.3,0.6,-0.9,-5.2,4.6,-2.2,14.5,-9.7,nt,-2.2
C=CCOC(=O)CN1C(=O)c2ccccc2C1=O,-0.7,6.1,2.3,11.0,-5.5,-4.2,-3.8,-3.1,nt,-13.4
Cc1nc2c(OCc3ccc(OC(F)F)cc3)cccn2c1N(C)C(=O)CCC1CCCC1,-0.7,4.0,15.4,22.9,nt,nt,nt,nt,0.1,nt
CCC(C)N1C(=O)CCC1C(=O)NCCc1ccc(Cl)cc1 (configuration not stated),i,4.7,-0.7,-5.6,-1.7,3.3,13.9,-11.7,-0.9,-10.6
COc1ccccc1N1CCN(CC(C)N(C(=O)C2CCCCC2)c2ccccn2)CC1 (configuration not stated),-0.9,-7.1,17.1,-4.1,4.0,2.6,11.3,0.2,-0.2,1.6
CCS(=O)(=O)c1ccc2oc(SCC(=O)NCCc3ccc(F)cc3)nc2c1,-1.6,-0.4,1.6,1.6,-2.6,-1.3,1.2,0.6,-1.8,0.3
CCOC(=O)CCCCCC(=O)Nc1ccc2c(c1)C(=O)N([C@H](C)CO)C[C@H](C)[C@@H](CN(C)S(C)(=O)=O)OCCCC[C@@H](C)O2,-0.4,-0.8,15.8,-2.5,2.5,nt,nt,nt,0.4,nt
COc1ccc(C2=C(C)CC(C)(C)NC2=O)cc1OC,nt,5.2,-1.3,1.9,12.1,1.9,25.8,14.8,nt,-6.6
O=C(Nc1ccccc1)N1CCc2ccccc21,i,2.9,10.8,-3.2,2.2,-7.1,11.8,7.3,nt,-13.3
Cc1ccccc1N(CC(=O)NCCSC1CCCCC1)S(=O)(=O)c1ccccc1,-0.3,7.2,-9.3,1.4,-9.8,6.1,20.2,-6.2,nt,-13.8
CSCCC1NC(=O)N(CC(=O)Nc2c(Cl)cc(Cl)cc2Cl)C1=O (configuration not stated),-10.0,-1.5,6.6,9.4,-5.1,0.5,0.1,0.5,nt,4.5
COc1ccc(NC(=O)COC(=O)CCCc2c[nH]c3ccccc23)cc1,-0.6,4.0,3.0,-1.1,8.1,-1.2,-16.6,-5.6,nt,11.3
Nc1cccc2c1Cc1cc([N+](=O)[O-])ccc1-2,-4.3,-23.7,-6.8,17.7,2.7,nt,nt,nt,1.5,-1.7
Cc1ccc(N2CC(C(=O)N3CCC(C(=O)Nc4ccc(Br)cc4)CC3)CC2=O)cc1 (configuration not stated),0.2,1.5,24.7,-0.4,2.8,1.0,-4.2,0.1,0.5,6.3
COc1cccc(NC(=O)CCS(=O)(=O)c2cccs2)c1,-0.8,3.2,-4.8,1.9,3.2,1.2,13.5,-10.3,nt,-17.9
CCC(NC(=O)/C(=C\c1ccc2c(c1)OCO2)NC(C)=O)C(=O)O (configuration not stated),-0.3,1.3,0.0,-0.4,-4.1,0.5,-4.7,-6.3,0.7,-8.5
Cc1ccc(C)c(S(=O)(=O)Nc2ccccc2C(=O)Nc2ccc(S(=O)(=O)Nc3ncccn3)cc2)c1,-0.8,-1.2,5.0,-3.6,0.8,-1.0,5.4,-18.3,0.4,0.0
Cc1cccc(C(=O)N2CCN(CCNC(=O)C(=O)Nc3ccc(F)cc3)CC2)c1,-1.2,-3.0,4.3,-18.8,3.2,0.5,20.3,-13.0,1.6,-9.1
# Other entries follow:
SMILES,BH1578 lux ind,PrPC surface inh,Yp Topo-I inh,CCHF vOTU inh,MazEF act,3CLpro inhibitor,VHR inh abs,Rv3671c inh,TcdB inh,PriA SSB inh
COc1cc(C)ccc1S(=O)(=O)N1CCN(C23CC4CC(CC(C4)C2)C3)CC1,-0.9,10.5,27.6,2.0,-1.5,-0.7,2.0,-6.4,0.7,0.4
CCN(CC)C(=O)CC(c1ccc(N(C)C)cc1)c1c(O)cc(OC)cc1OC (configuration not stated),i,-2.7,7.2,3.0,2.3,nt,22.0,-4.3,-12.6,6.8
COCCn1c(C)cc(C(=O)COC(=O)c2ccc(NC(=O)CC#N)cc2)c1C,-0.4,2.7,12.8,6.4,-0.4,-1.3,18.8,-67.6,nt,8.1
Cc1cc(NC(=O)OC(C)C)ccc1-c1ccc(NC(=O)OC(C)C)cc1C,-0.5,-2.6,-3.7,15.1,-9.7,5.3,19.7,-4.3,-10.8,3.8
Cc1cccc2cc(CN(Cc3ccc(F)cc3)C(=O)C(F)(F)F)c3nnnn3c12,-0.3,-0.5,-0.7,-3.2,-6.4,1.0,29.0,-3.4,nt,-0.2
Fc1ccc(C(c2nnnn2C2CCCC2)N(Cc2ccco2)CC2CCCO2)cc1 (configuration not stated),1.4,14.9,44.1,22.0,-2.6,3.9,21.3,1.0,-0.6,-15.0
COc1cccc(CN(C(=O)c2cc3ccccc3oc2=O)C2CC2)c1,0.9,-0.1,6.9,-5.2,1.0,4.9,2.9,-5.5,nt,-9.0
COc1ccc(Cc2nn3c(Cn4nnc5ccccc54)nnc3s2)cc1,-2.1,1.4,6.0,-12.8,0.6,1.1,1.8,-6.0,nt,-2.3
Cn1c(N)nc2nc[nH]c2c1=S,-1.0,3.5,8.9,-7.5,1.7,nt,nt,nt,0.5,-18.9
C[C@@H]1CN([C@H](C)CO)C(=O)CCCn2nncc2CO[C@@H]1CN(C)C(=O)Oc1ccccc1,-0.4,-1.0,3.0,-5.8,-11.2,nt,nt,nt,0.7&1.2&3.6,nt
Cc1noc2ncnc(Sc3ccccc3Cl)c12,0.3,-5.4,4.2,0.5,-9.1,-5.0,-19.1,1.5,nt,0.4
CCOC(=O)C1=NNC(C(=O)OCC)C1C(=O)OCC (configuration not stated),2.9,-0.1,5.0,1.6,-1.1,nt,nt,nt,1.9,-0.5
COc1ccccc1NC(=O)c1ccc(NS(=O)(=O)c2ccc(F)c(F)c2F)cc1,-0.2,8.0,10.4,29.9*,-0.5,-0.3,5.7,4.9,nt,0.0
COc1ccccc1OCC(=O)N1CCN(Cc2ccc3c(c2)OCO3)CC1,-0.5,3.2,9.7,-7.7,15.7,7.3,12.0,0.8,0.1,-2.8
Cc1cc(C(=O)NC2CCC(O)CC2)c(C)o1 (configuration not stated),i,-6.0,-6.5,7.5,-3.5,nt,nt,6.1,2.0,-2.7
Nc1nnnn1/N=C/c1cc(Cl)cc(Cl)c1O,-1.5,10.3,1.6,-0.3,-111.6,2.5,11.4,-0.1,-0.6,nt
O=C(Cn1c(-c2cscn2)nc2ccccc21)Nc1ccc2ccccc2c1,3.8,8.2,12.3,-10.0,-21.6,3.3,17.3,-11.1,1.2,5.6
COc1cccc(C2CC(=O)N3CN(c4cccc(Cl)c4C)CSC3=C2C#N)c1OC (configuration not stated),i,-3.1,1.8,11.3,-2.4,-4.5,14.8,0.2,9.1,3.9
COc1cccc(-c2c(-c3cc(OC)cc(OC)c3)n(C)c3ccc(-c4ccc5[nH]ccc5c4)cc23)c1,0.6,2.2,1.3,3.3,-1.8,nt,nt,0.7,nt,-13.8
COc1ccc(C(C)=O)cc1Cn1c(C)c(C(=O)NC2CC2)sc1=O,0.4,2.0,2.0,1.4,nt,nt,nt,nt,0.4,nt
Cc1cc(C)cc(NC(=O)C2CCCN(c3nc(C)cc(C)n3)C2)c1 (configuration not stated),-0.2,-3.2,-1.5,-2.8,-14.8,-0.5,31.6,-9.1,0.0,-11.3
CC1(C)CC(=O)c2sc(NC(=O)C3COc4ccccc4O3)nc2C1 (configuration not stated),-1.1,0.1,-8.4,10.2,6.6,-3.1,-10.4,-4.0,0.9,9.4
Cc1oc2c(CN3CCOCC3)c(O)ccc2c(=O)c1-c1ccccc1,i,4.3,2.7,-89.6,-4.6,4.9,0.0,-7.7,-0.3,-7.7
C=CCC1NS(=O)(=O)OC2CCCCC12 (configuration not stated),i,-6.3,-2.2,-5.2,13.6,-0.4,28.3,-0.1,1.9,-12.0
O=C(Cn1cc(C(F)(F)F)ccc1=O)Nc1ccc2c(c1)OCCO2,i,-5.5,-3.4,8.6,-19.0,nt,nt,-7.9,-0.8,-3.8
# More compounds follow.
SMILES,BH1578 lux ind,PrPC surface inh,Yp Topo-I inh,CCHF vOTU inh,MazEF act,3CLpro inhibitor,VHR inh abs,Rv3671c inh,TcdB inh,PriA SSB inh
Cc1ccc(C)c(S(=O)(=O)N/N=C/c2cccnc2)c1,-0.2,-1.0,-0.2,7.7,1.7,-6.1,5.4,0.1,0.6,nt
Cc1ccccc1CNC(=O)c1cc2ccccc2o1,-0.4,-5.1,5.7,-15.7,-2.0,-6.9,nt,0.9,0.3,-6.5
Cc1ccccc1N1CC(C(=O)Nc2ccc3c(c2)OCO3)CC1=O (configuration not stated),i,-3.0,-6.5,-14.7,13.8,2.1,12.2,2.8,-0.5,7.7
Cc1ccc(-c2cc(-c3ccco3)c3c(N)c(C(=O)NN)oc3n2)cc1,-0.4,-11.3,21.6,11.1,9.0,4.1,4.9,-31.2,1.9,-3.6
COc1ccc(C2SCC(=O)Nc3c2c(C)nn3-c2ccccc2)cc1OC (configuration not stated),i,-1.7,-4.3,4.5,-4.7,1.9,27.6,-17.1,nt,-5.2
Cc1ccc(C(O)(C(=O)NNS(=O)(=O)c2ccc(C)cc2)c2ccc(C)cc2)cc1,0.3,1.8,12.7,-5.8,0.7,3.5,-6.9,-5.8,nt,5.8
C=CCc1cc(OC)ccc1OCCN1CC(C)OC(C)C1 (configuration not stated),0.8,8.5,-2.7,-3.7,4.5,-0.1,13.9,-3.8,1.2,2.7

# Fetched one by one from the list above:
SMILES,BH1578 lux ind,PrPC surface inh,Yp Topo-I inh,CCHF vOTU inh,MazEF act,3CLpro inhibitor,VHR inh abs,Rv3671c inh,TcdB inh,PriA SSB inh
COc1ccc(C2SCC(=O)Nc3c2c(C)nn3-c2ccccc2)cc1OC (configuration not stated),i,-1.7,-4.3,4.5,-4.7,1.9,27.6,-17.1,nt,-5.2
Cc1ccccc1N1CC(C(=O)Nc2ccc3c(c2)OCO3)CC1=O (configuration not stated),i,-3.0,-6.5,-14.7,13.8,2.1,12.2,2.8,-0.5,7.7
Cc1ccc(C)c(S(=O)(=O)N/N=C/c2cccnc2)c1,-0.2,-1.0,-0.2,7.7,1.7,-6.1,5.4,0.1,0.6,nt
Cc1ccc(C(O)(C(=O)NNS(=O)(=O)c2ccc(C)cc2)c2ccc(C)cc2)cc1,0.3,1.8,12.7,-5.8,0.7,3.5,-6.9,-5.8,nt,5.8
Cc1ccc(-c2cc(-c3ccco3)c3c(N)c(C(=O)NN)oc3n2)cc1,-0.4,-11.3,21.6,11.1,9.0,4.1,4.9,-31.2,1.9,-3.6
